Screening data deposited in PubChem by several laboratories.
CIT2-GFP yeast – yeast TOR pathway CIT2-GFP modulation | AID 2029 | GFP response vs DMSO, % at 10 µM | S. cerevisiae CIT2-GFP strain, flow cytometry, 3 h; 100 means same as DMSO wells | hit rate 0.065% among 320,000;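 active means GFP response relative to DMSO above a set limit, near the screen mean plus 3 SD, cut at about 150% in these data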;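 further: ratio of well median GFP fluorescence to mean of DMSO wells on the plate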
MEP2-GFP yeast – yeast TOR pathway MEP2-GFP modulation; S. cerevisiae MEP2-GFP strain, flow cytometry GFP, 3 h; 100% = DMSO control level; GFP response vs DMSO, % at 10 µM; hit rate 0.51% among 330,000; AID 2016;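 active means GFP response versus DMSO above a set limit, roughly screen mean plus 3 SD, cut at about 180% in these data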;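 further: median GFP fluorescence of the barcode-gated MEP2-GFP cells per well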
VLA-4 inh – inhibition in a human VLA-4 binding assay; AID 2557; inhibition, % (about 7 µM as worked out from the volumes in the protocol); hit rate 0.2% among 330,000; VLA-4 expressing cells, ligand binding flow cytometry; in the data active means inhibition above about 50%
Target sequence (P13612 whole entry, looked up): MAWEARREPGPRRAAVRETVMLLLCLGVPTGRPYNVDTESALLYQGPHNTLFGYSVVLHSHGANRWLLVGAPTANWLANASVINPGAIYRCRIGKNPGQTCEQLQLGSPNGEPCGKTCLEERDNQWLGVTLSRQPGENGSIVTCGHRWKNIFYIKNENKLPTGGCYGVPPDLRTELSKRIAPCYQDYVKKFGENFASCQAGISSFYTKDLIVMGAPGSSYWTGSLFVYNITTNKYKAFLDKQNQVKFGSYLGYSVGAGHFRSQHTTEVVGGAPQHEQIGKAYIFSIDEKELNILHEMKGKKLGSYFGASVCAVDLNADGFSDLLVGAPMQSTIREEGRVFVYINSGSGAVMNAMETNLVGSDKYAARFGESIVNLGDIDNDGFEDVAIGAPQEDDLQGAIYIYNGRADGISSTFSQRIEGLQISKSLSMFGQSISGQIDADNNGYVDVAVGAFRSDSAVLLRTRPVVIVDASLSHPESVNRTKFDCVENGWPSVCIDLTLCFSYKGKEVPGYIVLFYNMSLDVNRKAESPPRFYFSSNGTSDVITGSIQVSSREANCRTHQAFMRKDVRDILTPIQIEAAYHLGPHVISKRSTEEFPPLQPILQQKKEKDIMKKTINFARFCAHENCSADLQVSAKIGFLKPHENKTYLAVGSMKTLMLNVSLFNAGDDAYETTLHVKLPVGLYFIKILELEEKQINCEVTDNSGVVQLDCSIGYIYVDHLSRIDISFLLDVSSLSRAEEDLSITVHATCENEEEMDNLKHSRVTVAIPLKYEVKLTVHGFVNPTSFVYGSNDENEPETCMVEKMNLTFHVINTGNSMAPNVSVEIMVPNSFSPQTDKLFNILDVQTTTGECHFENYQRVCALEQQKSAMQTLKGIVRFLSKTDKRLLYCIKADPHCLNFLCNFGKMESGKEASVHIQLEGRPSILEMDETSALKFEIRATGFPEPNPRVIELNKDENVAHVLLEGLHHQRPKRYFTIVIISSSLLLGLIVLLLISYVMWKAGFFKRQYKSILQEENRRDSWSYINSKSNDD
AGP1 TOR yeast – alters AGP1-GFP fluorescence in TOR pathway yeast screen | GFP response vs DMSO, % at 10 µM | hit rate 0.02% among 320,000 | S. cerevisiae AGP1-GFP multiplex flow cytometry, 3 h; GFP as percent of DMSO wells | AID 2066;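 active means GFP response relative to DMSO above a set limit, near screen average plus 3 SD, cut at about 150% in these data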;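 further: median GFP channel fluorescence of the gated AGP1 strain per well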
GASC-1 inh – blocks human GASC-1 demethylase activity; Q9H3R0; GST-JMJD2C(1-420) H3K9me3 demethylation, DELFIA europium; inhibition, % at 2.35 µM; hit rate 0.069% among 330,000;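 active means more than half of a compound's replicate wells show inhibition beyond 50%, single wells judged on their own value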;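 further: signal counts dimethyl H3K9 product captured on neutravidin plate; 0% = median of DMSO wells and 100% = 0.3 times that DMSO median; strong numbers were not always called active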
GRK2 inh – inhibitors of human GRK2 displacing RNA aptamer | P25098 | bead flow cytometry, FAM-aptamer displacement from GRK2 | inhibition of aptamer binding, % at 10 µM | hit rate 0.59% among 330,000 | AID 488847;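 active means inhibition of aptamer binding above 40%, roughly 3 SD of noise, on plates passing a quality check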;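 further: median bead fluorescence of bound FAM aptamer so fluorescent compounds give negative values; no value below 0 was filed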
LAP4 TOR yeast – modulators of TOR pathway LAP4-GFP in S. cerevisiae; S. cerevisiae LAP4-GFP multiplex, flow cytometry GFP, 3 h; median GFP as percent of DMSO wells; GFP response vs DMSO, % at 10 µM; hit rate 0.34% among 320,000; AID 2023;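 active means GFP response vs DMSO above a set limit, about the screen mean plus 3 SD, cut at about 150% in these data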
RPL19A-GFP yeast – modulators of TOR pathway RPL19A-GFP in S. cerevisiae; S. cerevisiae RPL19A-GFP strain, flow cytometry, 3 h; stronger effect = lower value; hit rate 0.3% among 330,000; percent response vs DMSO, % at 10 µM; AID 2025;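 active means percent response vs DMSO below 50%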;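 further: median channel GFP fluorescence of the barcoded RPL19A-GFP strain; ratio of sample median GFP to plate DMSO average so 100% = DMSO; lower means less RPL19A-GFP as with rapamycin TOR inhibition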
An asterisk follows results filed as active; i = inactive; x = not tested or not shown; & = joins results of further samples.

item | canonical_smiles | GASC-1 inh | AGP1 TOR yeast | LAP4 TOR yeast | GRK2 inh | CIT2-GFP yeast | RPL19A-GFP yeast | MEP2-GFP yeast | VLA-4 inh
1 | CN(Cc1ccccc1)C(=O)c1[nH]cnc1C(=O)N[C@@H](Cc1ccccc1)C(=O)OC(C)(C)C | 30 | 94 | 116 | 2 | 95 | 100 | 100 | 0
2 | Cc1ccc(C(=O)N2CCCC(C(F)(F)F)C2)cc1S(=O)(=O)N1CCOCC1 (stereo not drawn) | 3 | 109 | 104 | 2 | 98 | 101 | 100 | 13
3 | COc1ccccc1N1CCN(C(=O)CCNC(=O)c2ccco2)CC1 | x | 96 | 95 | 3 | 96 | 98 | 98 | 23
4 | O=C(Nc1cccc(C(=O)O)c1)/C(=C\c1ccc2c(c1)OCO2)NC(=O)c1ccccc1 | -20 | 100 | 102 | 4 | 98 | 96 | 96 | 10
5 | COc1ccc(C(N)=O)cc1NC(=O)CC(O)(C(F)(F)F)C(F)(F)F | -4 | 104 | 97 | 0 | 97 | 97 | 98 | 12
6 | CC1CC(C)CN(CCCNC(=O)c2csc3c2CCCC3)C1 (stereo not drawn) | 85 | 94 | 105 | 1 | 90 | 97 | 98 | 6
7 | Cc1ccc(C(=O)N2CCCCC2)cc1NC1=C(Cl)C(=O)N(Cc2ccccc2)C1=O | x | 105 | 101 | 6 | 92 | 97 | 97 | -7
8 | CCc1ccc(N(CC(=O)N2CCOCC2)S(C)(=O)=O)cc1 | 0 | 100 | 93 | 1 | 100 | 105 | 110 | 11
9 | Cc1nn(CC(=O)Nc2c(F)cc(F)cc2Br)c(=O)c2cccn12 | 0 | 104 | 112 | 3 | 108 | 102 | 103 | -21
10 | O=C(COC(=O)C1(c2ccc(F)cc2)CCCC1)NCc1ccc2c(c1)OCO2 | 11 | 94 | 95 | 27 | 97 | 103 | 104 | -1
11 | C[C@@H]1CN(S(=O)(=O)c2ccc3c(c2)OCCO3)CCN1S(=O)(=O)c1c(F)cccc1F | 2 | 83 | 83 | 10 | 89 | 103 | 92 | -4
12 | CSc1ccc(S(=O)(=O)Nc2ccc(NC(C)=O)cc2)cc1 | -5 | 104 | 104 | 0 | 102 | 98 | 103 | -3
13 | COc1ccc(C(CNC(=O)C(CCSC)NC(=O)c2ccccc2Cl)N2CCOCC2)cc1 (stereo not drawn) | -4 | 103 | 91 | 0 | 87 | 90 | 91 | 3
14 | CCOc1ccc(OCC)c(NC(=O)CSc2nnc(-c3cccnc3)o2)c1 | -8 | 102 | 106 | 5 | 94 | 101 | 102 | 40
15 | Cc1cccc(NS(=O)(=O)c2ccc3oc(=O)ccc3c2)c1C | -7 | 99 | 93 | 2 | 97 | 107 | 106 | 10
16 | CC1Cc2ccccc2N1C(=O)CSc1nnc2sc3ccccc3n12 (stereo not drawn) | -2 | 99 | 104 | 0 | 90 | 101 | 101 | 1
17 | O=C(O)CCC(=O)Nc1ccc(Sc2ccc([N+](=O)[O-])cc2)cc1 | 1 | 97 | 89 | 1 | 101 | 111 | 99 | 6
18 | COc1ccccc1NC(=O)C(C(C)C)N1C(=O)c2ccccc2C1=O (stereo not drawn) | -4 | 102 | 98 | 2 | 99 | 103 | 107 | 13
19 | CCc1nn(CC(=O)O)c(=O)c2ccccc12 | -2 | 105 | 100 | 2 | 106 | 101 | 105 | 14
20 | O=C(Cn1c(C(=O)NCCCN2CCOCC2)cc2sccc21)c1ccccc1 | -9 | 104 | 104 | 3 | 98 | 99 | 101 | -2
21 | CCOC(=O)C(C)N1N=C(/C=C/c2ccc(OC)cc2)CCC1=O (stereo not drawn) | -4 | 104 | 107 | 0 | 99 | 98 | 105 | -13
22 | COc1ccc(N2CCN(CCCNC(=O)C(=O)c3c(C)[nH]c4ccccc34)CC2)cc1 | 1 | 96 | 93 | 0 | 92 | 100 | 104 | 13
23 | Cc1cccc2c1CC(C)(C)NC2=C(C#N)C#N | -4 | 98 | 99 | 0 | 99 | 106 | 102 | -2
24 | CN(C)c1ccnc(Nc2ccccc2)c1C#N | -18 | 106 | 99 | 1 | 103 | 103 | 101 | -1
25 | O=C(CSc1nnc(CNC(=O)c2ccccc2)o1)NCC1CCCO1 (stereo not drawn) | 2 | 97 | 93 | 0 | 104 | 101 | 97 | 6

Four entries already listed, arranged by SMILES length, smallest number first:
item | canonical_smiles | GASC-1 inh | AGP1 TOR yeast | LAP4 TOR yeast | GRK2 inh | CIT2-GFP yeast | RPL19A-GFP yeast | MEP2-GFP yeast | VLA-4 inh
19 | CCc1nn(CC(=O)O)c(=O)c2ccccc12 | -2 | 105 | 100 | 2 | 106 | 101 | 105 | 14
17 | O=C(O)CCC(=O)Nc1ccc(Sc2ccc([N+](=O)[O-])cc2)cc1 | 1 | 97 | 89 | 1 | 101 | 111 | 99 | 6
10 | O=C(COC(=O)C1(c2ccc(F)cc2)CCCC1)NCc1ccc2c(c1)OCO2 | 11 | 94 | 95 | 27 | 97 | 103 | 104 | -1
2 | Cc1ccc(C(=O)N2CCCC(C(F)(F)F)C2)cc1S(=O)(=O)N1CCOCC1 (stereo not drawn) | 3 | 109 | 104 | 2 | 98 | 101 | 100 | 13

New compounds follow.
item | canonical_smiles | GASC-1 inh | AGP1 TOR yeast | LAP4 TOR yeast | GRK2 inh | CIT2-GFP yeast | RPL19A-GFP yeast | MEP2-GFP yeast | VLA-4 inh
26 | Cn1cccc1C1Nc2ccccc2NC2=C1C(=O)CC(C)(C)C2 (stereo not drawn) | -4 | 101 | 96 | 0 | 111 | 93 | 105 | 13
27 | O=C(N1CCN(c2cccc(Cl)c2)CC1)C1(S(=O)(=O)c2ccc(Cl)cc2)CC1 | -13 | 91 | 104 | 1 | 97 | 96 | 96 | 11
28 | COc1ccc(N(CC(C)C)S(=O)(=O)c2nnc(NC(=O)c3ccco3)s2)cc1 | 3 | 99 | 99 | 4 | 99 | 100 | 107 | -2
29 | CCCCN(CC)C(=O)Cc1cn(C)c2ccccc12 | 8 | 106 | 94 | 0 | 95 | 98 | 104 | 8
30 | CCCN(C(=O)c1ccc2c(SCC(=O)O)c3c(nc2c1)CCC3)c1cccc(C)c1 | -5 | 102 | 104 | 2 | 100 | 100 | 99 | -1
31 | COCCN1Cc2cccc(C(=O)Nc3ccccc3OC)c2C1=O | 3 | 95 | 94 | 0 | 98 | 93 | 89 | -11
32 | Cc1cc(Cl)c2oc(C(=O)N(C)CC3CCOCC3)c(C)c2c1 | 9 | 91 | 96 | 2 | 92 | 93 | 93 | 1
33 | C[C@@]12CC(=O)NC1N(C(=O)c1cccc(C(F)(F)F)c1)C(c1ccccc1O)C2 (stereo partly drawn) | 11 | 93 | 104 | 3 | 86 | 94 | 105 | 11
34 | Cc1ccc(S(=O)(=O)N/N=C\c2ccccc2OCc2ccccc2)cc1 | i | 91 | 101 | 0 | 92 | 96 | 101 | -15
35 | COC(=O)c1sc2ccccc2c1-n1cccc1C(=O)C(=O)Nc1ccc(Cl)cc1 | -6 | 106 | 99 | 0 | 109 | 100 | 101 | -2
36 | CC(C)(C)c1cc(NC(=O)c2ccco2)no1 | -7 | 106 | 107 | 0 | 114 | 105 | 99 | -5
37 | Cc1ccc(NC(=S)N2CCCC2)cc1 | 6 | 90 | 93 | 0 | 84 | 91 | 92 | -4
38 | COc1ccc2cc(CO)n(C)c2c1 | 10 | 93 | 98 | 3 | 98 | 98 | 95 | 12
39 | CC(C)(C)n1nnnc1C(c1cccs1)N1CCN(Cc2ccccc2)CC1 (stereo not drawn) | -15&-1 | 102 | 100 | 0 | 98 | 100 | 107 | 4
40 | Cc1oc(-c2ccccc2Cl)nc1CSCC(=O)O | 6 | 101 | 99 | 1 | 97 | 96 | 94 | 6
41 | O=C(NNC(=O)c1ccc(S(=O)(=O)N2CCOCC2)cc1)c1ccccc1 | 4 | 97 | 100 | 10 | 95 | 101 | 100 | -9
42 | C[C@]12CCC(=O)C=C1C=C[C@@H]1[C@@H]2CC[C@@]2(C)[C@H]1CC[C@@]21CCC(=O)O1 | 8 | 90 | 91 | 1 | 92 | 102 | 98 | 1
43 | COc1ccccc1C1/C(=C(\O)c2ccc3c(c2)OCCO3)C(=O)C(=O)N1Cc1cccnc1 (stereo not drawn) | -12 | 105 | 102 | 0 | 97 | 97 | 106 | -47
44 | CCOC(=O)C1(CC)CC(CSc2nc3ccccc3[nH]2)OC1=O (stereo not drawn) | 0 | 112 | 103 | 0 | 102 | 105 | 105 | 6
45 | Cc1c[n+](CC(=O)c2ccccc2)cs1 | -3 | 93 | 89 | x | 99 | 98 | 100 | -7
46 | Cn1c(=O)[nH]c(=O)c2c1nc(N1CCCCCC1)n2CCOc1ccccc1 | -4 | 101 | 103 | 0 | 95 | 98 | 100 | 1
47 | Nn1c(Cc2ccccc2)nc2sc3c(c2c1=O)CCC3 | -2 | 95 | 99 | 9 | 95 | 93 | 88 | 16
48 | CCC1(C)Cc2ccccc2-c2nc[nH]c(=O)c21 (stereo not drawn) | -10 | 110 | 117 | 0 | 117 | 97 | 103 | 8
49 | COc1ccc(NC(=O)/C=C/c2cccc(C(F)(F)F)c2)cn1 | 11 | 102 | 100 | 3 | 88 | 107 | 117 | 3
50 | CC1(C)Cc2c(cnn2-c2cccc(F)c2)C(NC(=O)c2cc[n+]([O-])cc2)C1 (stereo not drawn) | -1 | 92 | 92 | 4 | 98 | 99 | 101 | -2
51 | CC1CN(S(=O)(=O)c2cccc3nsnc23)CC(C)O1 (stereo not drawn) | 3 | 108 | 100 | 0 | 103 | 105 | 111 | 4
52 | O=C(CN1CCN(Cc2ccc3c(c2)OCO3)CC1)Nc1ccc(F)cc1 | 2 | 102 | 96 | 0 | 94 | 97 | 103 | 12
53 | O=c1[nH]n(Cc2ccccc2)c2ccccc12 | -3 | 105 | 103 | 0 | 101 | 100 | 104 | 13
54 | CCN(CC)S(=O)(=O)c1cc(C)ccc1NC(=S)Nc1cccnc1 | 5 | 101 | 101 | 0 | 100 | 98 | 101 | 16
55 | Cc1ccc(SC(C)C(=O)NC2CC2)cc1 (stereo not drawn) | 0 | 77 | 88 | 0 | 90 | 97 | 94 | 0
56 | COc1ccc(S(=O)(=O)Cc2ccc(C(=O)N3CCN(c4ncccn4)CC3)o2)cc1 | x | 105 | 101 | 0 | 100 | 101 | 103 | 0
57 | O=C(/C=C/c1cccnc1)c1ccc(NC(=O)c2cccc(Br)c2)cc1 | 2 | 91 | 93 | 0 | 88 | 100 | 99 | 22

Compound profiles, as listed above. Values in the order: GASC-1 inh	AGP1 TOR yeast	LAP4 TOR yeast	GRK2 inh	CIT2-GFP yeast	RPL19A-GFP yeast	MEP2-GFP yeast	VLA-4 inh
Record of O=C(CN1CCN(Cc2ccc3c(c2)OCO3)CC1)Nc1ccc(F)cc1 → 2	102	96	0	94	97	103	12
Record of O=c1[nH]n(Cc2ccccc2)c2ccccc12 → -3	105	103	0	101	100	104	13
Record of CCN(CC)S(=O)(=O)c1cc(C)ccc1NC(=S)Nc1cccnc1 → 5	101	101	0	100	98	101	16
